Bioassay records from PubChem BioAssay.
PAFAH1B2 FP inh = PAFAH1B2 (human) inhibition; P68402; 340,000 compounds, 1.2% hits; inhibition, % at 3.39 µM; recombinant PAFAH1B2, FP-rhodamine activity probe, fluorescence polarization;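 active = inhibition above the mean of all tested compounds plus 3 SD, cut at about 24% in these data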;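 also: 0% = enzyme with DMSO and 100% = wells lacking PAFAH1B2; many of its hits are not listed in these tables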
Target sequence (P68402 whole entry, looked up): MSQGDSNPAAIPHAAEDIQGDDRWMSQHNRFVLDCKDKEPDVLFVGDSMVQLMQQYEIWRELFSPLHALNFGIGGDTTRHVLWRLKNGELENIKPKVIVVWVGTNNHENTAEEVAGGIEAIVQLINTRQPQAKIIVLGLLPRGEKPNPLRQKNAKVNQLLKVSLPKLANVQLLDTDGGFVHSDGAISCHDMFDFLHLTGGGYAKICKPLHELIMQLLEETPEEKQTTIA
PAFAH1B3 inh = blocks human PAF acetylhydrolase 1B catalytic subunit 3; recombinant PAFAH1B3, FP-rhodamine probe, fluorescence polarization; inhibition, % at 3.39 µM; 340,000 compounds, 0.28% hits; AID 492972;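 active = inhibition above the screen-wide average of all tested compounds plus 3 SD, cut at about 25% in these data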;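 also: 0% = enzyme with DMSO only and 100% = wells lacking PAFAH1B3 protein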
Target sequence (Q15102 whole entry, looked up): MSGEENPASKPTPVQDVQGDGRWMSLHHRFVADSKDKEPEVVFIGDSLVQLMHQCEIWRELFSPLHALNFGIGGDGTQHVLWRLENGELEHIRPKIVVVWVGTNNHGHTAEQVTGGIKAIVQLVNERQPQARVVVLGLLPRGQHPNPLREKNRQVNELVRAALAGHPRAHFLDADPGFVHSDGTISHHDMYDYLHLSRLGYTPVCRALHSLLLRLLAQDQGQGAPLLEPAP
PAFAH2 FP inh = PAFAH2 (human) inhibition; recombinant PAFAH2, FP-rhodamine activity probe, fluorescence polarization; inhibition, % at 3.39 µM; 340,000 compounds, 0.99% hits; AID 492956;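 active = inhibition above the mean over all tested compounds plus 3 SD, cut at about 30% in these data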;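 also: inhibitors block probe labeling of enzyme so polarization drops; 0% = enzyme with DMSO and 100% = wells lacking PAFAH2 protein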
* hit, by the source's call. This is a subset; count on the stated rates, not on these rows.

PAFAH1B2 FP inh	PAFAH1B3 inh	PAFAH2 FP inh	structure
4	3	2	COc1ccc(NC(=O)CN(c2ccc(Cl)cc2)S(C)(=O)=O)cc1OC
4	9	14	Cc1cc(=O)oc2cc(OC(=O)c3ccco3)ccc12
4	1	-3	O=C(O)c1ccc([N+](=O)[O-])cc1
4	-3	4	Cc1ccccc1OCCCN1CCOCC1
3	0	-3	CCOc1ccc(S(=O)(=O)N2CCOCC2)cc1NC(=O)CN1C(=O)NC(C)(c2ccc(C)cc2)C1=O (stereo not drawn)
7	4	-1	Cc1nc(N)nc(N)c1Oc1ccc(Cl)cc1
1	-3	-10	Cc1ccccc1N1CCN(C2CCCN(C(=O)c3ccsc3)C2)CC1 (stereo not drawn)
0	8	-8	COc1ccc(CC(=O)Nc2ccc(F)c(S(=O)(=O)N3CCOCC3)c2)cc1
5	5	1	COc1ccc(C(NC(=O)CN2C(=O)NC3(CCc4ccccc43)C2=O)c2ccc(OC)cc2)cc1 (stereo not drawn)
-1	4	-5	COc1cccc(NC(=O)Cc2nnc(SCC(=O)c3ccccc3)n2C)c1
9	14	35*	Cc1nc2ccc(C(=O)OCc3nnc(-c4ccccc4)o3)cc2nc1C
6	8	8	Cc1ccc(S(=O)(=O)N(C)C)cc1NC(=O)c1cc(S(=O)(=O)N2CCCCC2)ccc1N1CCOCC1
4	9	-2	Nc1ccc2c(S(=O)(=O)O)cccc2c1S(=O)(=O)O
2	6	-1	COc1cc(C2C3=C(COC3=O)Oc3cc4c(cc32)OCO4)ccc1OC(C)=O (stereo not drawn)
0	-3	6	COc1cc(OC)cc(C(=O)Nc2cccc3nc(C)ccc23)c1
1	5	8	O=c1cc(CSc2nc3ccccc3c(=O)[nH]2)c2ccc(O)cc2o1
2	6	-2	Cc1ccc(Nc2nc(-c3ccc(F)cc3)cs2)nc1
9	7	-2	S=C(NCCCc1ccccc1)Nc1ccc(Br)cc1
-3	6	4	OC[C@H]1O[C@@H](n2cnc3c(NCc4ccco4)ncnc32)[C@H](O)[C@@H]1O
-3	5	2	Cc1ncc2c(n1)NC(=O)NC2
-3	0	0	O=c1nccc(N/N=C/c2ccccc2O)[nH]1
2	6	-7	Cc1ccc(S(=O)(=O)NCc2ccccc2)cc1C(=O)NC(C)c1ccc(S(N)(=O)=O)cc1 (stereo not drawn)
3	-7	-2	CCCn1c(N2CCN(CC(=O)c3c(C)n(C)c4ccc(OC)cc34)CC2)nc2c1c(=O)[nH]c(=O)n2C
-2	10	-2	O=C(NCC(c1ccccc1)N1CCCC1)C1CCN(C(=O)Nc2ccccc2)CC1 (stereo not drawn)
4	-3	0	O=C(O)C1OC1(c1ccccc1Cl)c1ccccc1Cl (stereo not drawn)
-1	-3	-18	Fc1ccc(CNc2nc(-c3ccccc3)nc3ccccc23)cc1
2	10	6	CN(C)C(=S)N=c1ssc(=S)n1Cc1ccco1
8	2	4	Cc1ccccc1Nc1ncnc2[nH]ncc12
3	-3	-4	COc1ccc(C(=O)c2ccc([N+](=O)[O-])cc2)c(OC)c1OC
13	10	2	CN(CCOc1ccc(Cl)cc1)C(=O)c1cccc(S(=O)(=O)N2CCN(Cc3ccccc3)CC2)c1

Overlap with the part before: five entries; new compounds follow.
PAFAH1B2 FP inh	PAFAH1B3 inh	PAFAH2 FP inh	structure
-1	-3	-18	Fc1ccc(CNc2nc(-c3ccccc3)nc3ccccc23)cc1
2	10	6	CN(C)C(=S)N=c1ssc(=S)n1Cc1ccco1
8	2	4	Cc1ccccc1Nc1ncnc2[nH]ncc12
3	-3	-4	COc1ccc(C(=O)c2ccc([N+](=O)[O-])cc2)c(OC)c1OC
13	10	2	CN(CCOc1ccc(Cl)cc1)C(=O)c1cccc(S(=O)(=O)N2CCN(Cc3ccccc3)CC2)c1
-21	-54	-46	Cc1ccc(S(=O)(=O)/N=C2/NC(=O)/C(=C\c3cc(Br)cc(Br)c3O)S2)cc1
9	-1	4	CC(NC(=O)CSc1ncn[nH]1)c1ccc(Cl)cc1Cl (stereo not drawn)
7	9	-2	O=C(CCNS(=O)(=O)c1ccc(Cl)cc1)N1CCN(c2ncccn2)CC1
-1	10	-8	CC(C)CCOc1ccc(/C=C2\CCn3c2nc2cc(C(=O)O)ccc2c3=O)cc1
1	4	1	CCn1ncc(Br)c1C(=O)Nc1c(C)nn(Cc2c(F)c(F)c(F)c(F)c2F)c1C
0	1	-2	COc1ccc(C(=O)NC2CC2)cc1OC1CCN(Cc2cnn(C)c2C)CC1
2	12	10	Cc1ccccc1CC(=O)NCC1CCCCC1
5	8	-3	Cn1c(=O)[nH]c(=O)c2c1nc(N1CCN(C(c3ccccc3)c3ccccc3)CC1)n2CCO
5	2	7	CC1C(c2ccc3c(c2)OCO3)c2cc3c(cc2OC1N1CCOCC1)OCO3 (stereo not drawn)
13	3	0	COc1ccccc1NC(=O)N[C@@H](Cc1c[nH]c2ccccc12)C(=O)NN
8	2	8	O=Cc1cc(OCc2ccccc2)ccc1[B-](F)(F)F
1	-3	-8	CC(=O)OCC(=O)C1(O)CCC2C3CC(C)C4=CC(=O)CCC4(C)C3C(O)CC21C (stereo not drawn)
3	2	9	CC(=O)NCCc1nc2cc(NC(=O)c3ccccc3Cl)ccc2n1C
5	11	16	COc1ccc(C=NNC(=S)NN=Cc2ccc(OC)c(OC)c2)cc1OC
2	4	-5	CC(=O)Oc1cc2c(c3ccccc13)CCC2=O
6	13	3	CCOc1ccc(OCC(=O)OCC(=O)Nc2ccccc2C#N)cc1
2	8	-9	CCOC(=O)c1c(NC(=S)N2CCN(C)CC2)sc(C)c1-c1ccccc1
-6	0	-12	C[C@@]12C(=O)Nc3cc(F)c(F)cc3C(=O)N1[C@H]1c3ccccc3OC[C@@H]1[C@@H]2c1ccccc1
-2	0	78*	CCc1cc2c(=O)oc(-c3ccc(Br)cc3)nc2s1
3	4	-6	O=C(C=Cc1cccs1)c1cccs1
8	4	-3	CCCCC(CC)CN1CN(CC(CC)CCCC)CC(C)(N)C1 (stereo not drawn)
-1	-5	-2	CN1CCN(CCCNC(=O)c2ccc(/C=C3/Sc4ccccc4N(Cc4cccc(Cl)c4)C3=O)cc2)CC1
0	13	-3	Cc1nnc(SCC(=O)N2CCN(c3ccccc3F)CC2)n1C1CC1
5	3	1	O=C(c1cccs1)n1nc(-c2cccnc2)nc1NCc1ccco1
0	8	2	CCOCc1c(C(=O)Nc2ccccc2N2CCN(C)CC2)oc2ccccc12
3	3	2	O=C(O)c1ccc(Nc2ccc(Cl)c(Cl)c2)c([N+](=O)[O-])c1
9	3	-2	CC(C)(C)C(=O)Cn1ncc(Br)c(Br)c1=O
1	0	4	O=C(c1ccc2ncsc2c1)N1CCN(c2cccc(C(F)(F)F)c2)CC1
-3	6	50*	CN(C)S(=O)(=O)c1cccc(C(=O)Nc2cc(S(=O)(=O)N3CCOCC3)ccc2O)c1
9	12	0	COCCN(C(=O)c1ccc2c(c1)S(=O)(=O)N=C1CCCCCN12)c1c(N)n(CC(C)C)c(=O)[nH]c1=O

Some of these compounds in order of the PAFAH1B2 FP inh value, highest first:
PAFAH1B2 FP inh	PAFAH1B3 inh	PAFAH2 FP inh	structure
9	3	-2	CC(C)(C)C(=O)Cn1ncc(Br)c(Br)c1=O
2	4	-5	CC(=O)Oc1cc2c(c3ccccc13)CCC2=O
0	1	-2	COc1ccc(C(=O)NC2CC2)cc1OC1CCN(Cc2cnn(C)c2C)CC1

Continuation:
PAFAH1B2 FP inh	PAFAH1B3 inh	PAFAH2 FP inh	structure
5	4	-1	O=[N+]([O-])c1ccccc1N/N=C/c1ccc2c(c1)OCO2
5	6	-1	COc1ccc(S(=O)(=O)N2CCOCC2)cc1NC(=O)c1ccc(=O)[nH]c1
-5	4	-1	COc1ccc(NC(=O)/C(C#N)=C/c2cccnc2)c(OC)c1
3	-2	-1	CC(=O)N1CCN(C(=O)c2cccc(S(=O)(=O)N3CCOCC3)c2)CC1
1	8	8	Nc1nc2ccccc2n1C(=O)c1ccco1
4	8	-2	O=C(NCc1ccccc1)c1ccccc1
-2	5	-1	O=C(NCCO)c1c(-c2ccc3c(c2)OCO3)noc1-c1ccsc1
12	5	-5	Cc1ccc(S(=O)(=O)Oc2ccccc2)cc1
0	5	10	N#Cc1c(C#N)c(SSc2c(C#N)c(C#N)c(N)n2-c2ccccc2)n(-c2ccccc2)c1N
0	0	-2	COC(C[C@H](O)C[C@@H](O)[C@@H](C)OCc1ccccc1)OC
3	-2	-1	COCCOC(=O)c1[nH]c2c(c1C)C(=O)CC(c1cccs1)C2 (stereo not drawn)
0	2	-2	CC(=O)Oc1c(/C=C(\C#N)C(N)=O)[nH]c2ccccc12
6	8	2	Cc1nc2cc(C(=O)N3CCN(C)CC3)ccc2n1C
9	8	4	CCOC(=O)c1c(C)c(C(=O)NC2CCCCC2)c(C)n1CC
-4	13	8	O=C1C(=C(I)I)c2ccccc2-c2ccccc21
-2	-1	5	Cc1ccc(C(=O)N2CCC(Cc3ccccc3)CC2)cc1S(=O)(=O)N1CCOCC1
4	-2	-12	COc1ccc(N(CC(=O)Nc2cccc(C(C)=O)c2)S(=O)(=O)c2ccc(NC(C)=O)cc2)cc1
2	0	1	COc1ccccc1N1CCN(C(=O)CSc2nnnn2C2CC2)CC1
2	11	-8	CCOc1ccc(NC(=O)CN(C)C(=O)C2CCN(C(=O)Nc3ccccc3)CC2)cc1OCC
6	12	-4	CCCC(C(=O)NC1CCCC1)N(C(=O)c1snc(C(N)=O)c1N)c1ccc(F)cc1 (stereo not drawn)
1	-4	-6	Cn1nc(C(F)(F)F)c2cc(NC(=O)OCc3ccc(C(C)(C)C)cc3)sc21
6	0	11	CCCCSc1ncnc2c1ncn2C1CCCCO1 (stereo not drawn)
0	11	4	CC1CCCC(N2CCN(C(=O)c3ccc([N+](=O)[O-])cc3)CC2)C1 (stereo not drawn)
7	9	3	O=[N+]([O-])c1cccc(N=Nc2ccc(O)cc2O)c1
10	-1	3	Cc1ccc2c(c1)C(c1ccccc1)N(C(=O)c1ccccc1[N+](=O)[O-])CC(=O)N2 (stereo not drawn)
1	8	0	CC1CN(Cc2ccccc2)C(=S)N(c2ccccc2)C1=O (stereo not drawn)
2	10	4	O=C(CCN1C(=O)c2ccccc2S1(=O)=O)Nc1ccc(Cl)cc1
6	17	-2	O=C(N/N=C/c1cn(Cc2ccccc2)c2ccccc12)c1cc(O)cc(O)c1
3	10	2	CC(C)C[C@@H](CNCC(=O)[C@H](C)NC(=O)c1[nH]cnc1C(=O)N[C@@H](C)CN)NC(=O)c1nc[nH]c1C(=O)N[C@@H](Cc1ccccc1)C(=O)O
-1	10	-3	S=C(Nc1ccccc1)N1CCN(c2ccccc2)CC1

Full records from above. Values in the order: PAFAH1B2 FP inh | PAFAH1B3 inh | PAFAH2 FP inh
`CCCC(C(=O)NC1CCCC1)N(C(=O)c1snc(C(N)=O)c1N)c1ccc(F)cc1` (stereo not drawn) is listed as 6 | 12 | -4
`COCCOC(=O)c1[nH]c2c(c1C)C(=O)CC(c1cccs1)C2` (stereo not drawn) is listed as 3 | -2 | -1

Other entries follow.
PAFAH1B2 FP inh	PAFAH1B3 inh	PAFAH2 FP inh	structure
2	3	-4	COc1cccc(C(=O)OCC(=O)NC2CCCc3ccccc32)c1O (stereo not drawn)
4	7	2	N#Cc1ccc(S(=O)(=O)N2CCN(C(=O)c3cn(-c4ccccc4)nc3-c3cccnc3)CC2)cc1
2	13	2	CCOc1cc(/C=N/NC(=O)c2cccs2)cc([N+](=O)[O-])c1O
3	-15	-7	COC(=O)c1ccccc1NC(=S)NC(=O)c1ccc2c(c1)OCO2
4	13	2	CC1Cn2c(nc3sc4c(c3c2=O)CC(C)(C)OC4)N1CCO (stereo not drawn)
3	3	0	CCc1cccc(CC)c1NC(=O)CNCc1cccs1
3	3	11	O=C1c2ccccc2-c2n[nH]c3cccc1c23
7	14	7	O=C(Nc1cc(Cl)ccc1Cl)Nn1cnnc1
2	4	3	O=C(Nc1ccc(O)cc1)c1c(O)c2c([nH]c1=O)CCCC2
0	3	-4	CCc1nc(SCc2ccccc2C)n[nH]1
-1	5	-4	Oc1c(Cl)cc(Cl)c(Cl)c1CN1CCOCC1
3	5	-4	Cc1cccc(NC(=O)NCC2CC2)c1
-1	13	6	O=C(CS(=O)(=O)c1ccccc1)Nc1ccccc1Br
7	2	1	CCN1CCN(c2ncnc3c2sc2nc(N4CCOCC4)c4c(c23)CCC4)CC1
-1	-4	12	Oc1ccc(N=Nc2cccc(Cl)c2)cc1C=Nc1ccc(N2CCOCC2)cc1
-2	5	2	CCOC(=O)C1CCN(C(=O)c2ccc(S(=O)(=O)Nc3ccccc3Cl)cc2)CC1
-4	-4	3	O=C1CSC(=S)N1N=Cc1ccc(Cl)cc1Cl
10	13	3	CC(CCN1CCC(CN2C(=S)NCC2Cc2ccccc2)CC1)c1ccccc1 (stereo not drawn)
3	-2	2	CCOC(=O)C1CCCN1C(=O)C1(NC(C)=O)CCCC1 (stereo not drawn)
-1	5	-2	OC(C1=CC(=Cc2ccncc2)c2ccccc21)c1ccncc1 (stereo not drawn)
13	21	-9	COc1cc(/C=N/NC(=O)c2cccc(C(=O)N/N=C/c3ccc(O)c(OC)c3)n2)ccc1O
3	8	-1	Cc1cc2c(cc1C)C(=O)C(=O)N2
0	3	-1	CCOC(=O)Cc1csc(NS(=O)(=O)c2ccc(NC(C)=O)cc2)n1
2	9	-8	CN1CCN(C2CCN(c3cccc(Cl)c3)CC2)CC1CCO (stereo not drawn)
